Bioassay records from PubChem.
TrxR1 substrate = qHTS Assay for Substrates of Mammalian Selenoprotein Thioredoxin Reductase 1 (TrxR1): qHTS; Thioredoxin reductase 1, cytoplasmic (Rattus norvegicus), O89049; purified TrxR1 substrate turnover, NADPH consumption readout; Potency, µM (titrated, usually from 114 µM), for inactives: at the highest dose activity change, negative = substrate turnover; 390,000 tested, 0.01% active; AID 588456, 2011; also: potency is read from the fitted curve at half-maximal effect; nearly all actives have a fitted effect of over 50% in size
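Rat TrxR1, dispensed at 90 nM, was prereduced with 400 uM NADPH (final) for 5 min at ~22 deg C, then incubated with compound 15 min before 400 uM selenite. A first-read NADPH fluorescence drop versus no-compound background flagged substrates.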
PI4K2A inh = qHTS for small molecular inhibitors of PI4K2A; Phosphatidylinositol 4-kinase type 2-alpha (Homo sapiens), Q9BTU6; activity change, negative = inhibition, % at 76.9 µM; purified PI4K2A, ADP-Glo luminescence, 1 h; hits give low values; AID 1346378, 2018; 420,000 tested, 0.13% active; in the data active = activity change below about -50%;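 also: -100% = wells without enzyme as full effect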
Target sequence (Q9BTU6 whole entry, looked up): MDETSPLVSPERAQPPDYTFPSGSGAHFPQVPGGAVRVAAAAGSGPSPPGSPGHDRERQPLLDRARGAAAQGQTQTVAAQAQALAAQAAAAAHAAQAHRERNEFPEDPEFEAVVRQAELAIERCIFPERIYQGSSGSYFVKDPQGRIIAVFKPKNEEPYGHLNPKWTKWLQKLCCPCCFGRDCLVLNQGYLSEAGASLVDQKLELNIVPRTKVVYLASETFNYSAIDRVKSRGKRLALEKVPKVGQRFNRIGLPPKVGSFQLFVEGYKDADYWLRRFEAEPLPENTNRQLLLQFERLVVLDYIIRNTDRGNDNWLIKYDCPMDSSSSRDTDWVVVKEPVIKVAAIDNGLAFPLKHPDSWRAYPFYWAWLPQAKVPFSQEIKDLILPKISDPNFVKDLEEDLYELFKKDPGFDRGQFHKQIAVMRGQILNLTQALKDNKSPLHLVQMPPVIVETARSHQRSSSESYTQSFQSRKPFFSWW
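In this quantitative HTS, ADP production by PI4K2A was quantified luminescently after 1 h at ambient temperature; 100 microM adenosine served as plate-quality control.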
TrxR1 inh = qHTS Assay for Inhibitors of Mammalian Selenoprotein Thioredoxin Reductase 1 (TrxR1): qHTS. Thioredoxin reductase 1, cytoplasmic (Rattus norvegicus), O89049. recombinant rTrxR1, NADPH fluorescence consumption, selenite substrate. Potency, µM (highest dose often 114 µM), inactives show top-dose activity change, negative = inhibition, actives largely listed as inhibitors. 390,000 tested, 1% active. AID 588453, 2011; also: potency is read from the fitted curve at half-maximal effect; nearly all actives have a fitted effect of over 65% in size
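Rat TrxR1 (90 nM in the dispensed reagent) was pre-reduced with 400 uM NADPH for 5 min at room temperature, then incubated with compound for 15 min. After 400 uM selenite was added, NADPH fluorescence (Ex 340/Em 450 nm) was followed for 8 min.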
IDH1 R132H inh = qHTS for Inhibitors of mutant isocitrate dehydrogenase 1 (IDH1): qHTS; Potency, µM (top dose mostly 76.6 µM), inactives show at the top dose activity change, negative = inhibition, actives largely listed as inhibitors; IDH1-R132H enzyme, NADPH consumption, diaphorase/resazurin fluorescence; Isocitrate dehydrogenase [NADP] cytoplasmic (Homo sapiens), O75874; 390,000 tested, 0.093% active; also: potency is read from the fitted curve at half-maximal effect; nearly all actives have a fitted effect of over 65% in size
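IDH1-R132H (0.5 ug/mL) preincubated 30 min with compound, then NADPH (0.016 mM) and alpha-KG (2 mM) added; 80 min at RT, pH 7.5. Remaining NADPH coupled via diaphorase/resazurin to fluorescence (540/590 nm); concentration-response curves normalized to no-enzyme control.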
USP1-UAF1 inh = Inhibitors of USP1/UAF1: Primary Screen | recombinant USP1/UAF1, Ub-Rhodamine cleavage fluorescence | Potency, µM (doses to about 57.1 µM), for the others: at the top dose activity change, negative = inhibition, actives largely listed as inhibitors | 390,000 tested, 0.23% active | AID 743255, 2014; also: potency is read from the fitted curve at half-maximal effect; nearly all actives have a fitted effect of over 60% in size; inactives centre near -12
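Step one: compound is pinned into 1nM USP1/UAF1 in HEPES pH 7.8 buffer with TCEP. Step two: 15 min room-temperature incubation. Step three: Ub-Rho (150nM final) starts cleavage, tracked by fluorescence over six one-minute reads.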
* = called active by the depositor; / = not tested or not shown; & = joins results of further samples; [ ] = dose if it differs, or a comment. Unless noted, calls follow the shape of the dose curve; as a rule, active = well fitted inhibition curve with a large enough effect; inconclusive = small, poorly fitted or top-dose-only effect; inactive = no such curve, though single readings can be large or run the other way. Unless noted, % is scaled to controls: 0 for no effect and ±100 for the full control effect. The list is partial; rates above refer to the full screens.

Letter code – A = TrxR1 substrate; B = PI4K2A inh; C = TrxR1 inh; D = IDH1 R132H inh; E = USP1-UAF1 inh
1	Cn1c(=O)n(-c2ccc(C(C)(C)C#N)cc2)c2c3cc(-c4cnc5ccccc5c4)ccc3ncc21
  A = 9.9%[229 µM]	B = /	C = -6.6%[229 µM]	D = /	E = /

2	CNC1CCCN(c2c(F)cc3c(=O)c(C(=O)O)cn(C4CC4)c3c2OC)C1 (centres undefined)
  A = /	B = 2.8	C = /	D = /	E = /

3	CCCCCCCCCCCCCCNCCO
  A = /	B = -0.7	C = /	D = /	E = /

4	Cc1cc2c(cc1CC(=O)c1sccc1S(=O)(=O)Nc1onc(C)c1Cl)OCO2
  A = /	B = -1.2	C = /	D = /	E = /

5	COc1ccc(-c2ccc3cc(C(=O)O)ccc3c2)cc1C12CC3CC(CC(C3)C1)C2
  A = /	B = 2.7	C = /	D = /	E = /

6	Cc1ccc2nc(N)[nH]c(=O)c2c1Sc1ccncc1
  A = /	B = -0.4	C = /	D = /	E = /

7	CC(C)OP(=O)(CP(=O)(OC(C)C)OC(C)C)OC(C)C
  A = /	B = 0.0	C = /	D = /	E = /

8	C/C(=N\O)c1ccc(OCC(=O)N2CCCCC2)cc1
  A = /	B = 1.1	C = /	D = /	E = /

9	O=C(O)CCCC[P+](c1ccccc1)(c1ccccc1)c1ccccc1
  A = /	B = 2.1	C = /	D = /	E = /

10	C/C=C/C=N/NC(=O)c1ccncc1
  A = /	B = 0.0	C = /	D = /	E = /

11	CC(=O)Nc1ccc(S(=O)(=O)Nc2cc(C)on2)cc1
  A = /	B = 0.0	C = /	D = /	E = /

12	O=C(CS(=O)Cc1ccco1)NC/C=C\COc1cc(CN2CCCCC2)ccn1 (centres undefined)
  A = /	B = -2.3	C = /	D = /	E = /

13	C=CCNc1nc(NCC=C)nc(N2CCN(C(c3ccc(F)cc3)c3ccc(F)cc3)CC2)n1
  A = /	B = 0.3	C = /	D = /	E = /

14	Cc1c(F)cc2c(=O)c(C(=O)O)cn3c2c1CCC3C (centres undefined)
  A = /	B = 0.7	C = /	D = /	E = /

15	Cc1cccc(Nc2cc(Cl)nc(SCC(=O)O)n2)c1C
  A = /	B = 0.4	C = /	D = /	E = /

Compound profiles, as listed above. Order of screens: TrxR1 substrate | PI4K2A inh | TrxR1 inh | IDH1 R132H inh | USP1-UAF1 inh
Profile of O=C(CS(=O)Cc1ccco1)NC/C=C\COc1cc(CN2CCCCC2)ccn1 (centres undefined) = / | -2.3 | / | / | /
Profile of C/C=C/C=N/NC(=O)c1ccncc1 = / | 0.0 | / | / | /
Profile of C=CCNc1nc(NCC=C)nc(N2CCN(C(c3ccc(F)cc3)c3ccc(F)cc3)CC2)n1 = / | 0.3 | / | / | /

Further structures follow.
Letter code – A = TrxR1 substrate; B = PI4K2A inh; C = TrxR1 inh; D = IDH1 R132H inh; E = USP1-UAF1 inh
16	CCOC(=O)CN1CCCC1=O
  A = /	B = 3.5	C = /	D = /	E = /

17	NS(=O)(=O)c1cc(-c2nn[nH]n2)c(NCc2cccs2)cc1Cl
  A = /	B = 1.2	C = /	D = /	E = /

18	O=C(NN1CCCC1)NS(=O)(=O)c1ccc(Cl)cc1
  A = /	B = -0.4	C = /	D = /	E = /

19	O=C(Nc1ccc(Cl)c(Cl)c1)C1CC1
  A = /	B = 1.2	C = /	D = /	E = /

20	C=CCOc1cc(Cl)ccc1C(=O)NCCN(CC)CC
  A = /	B = -1.0	C = /	D = /	E = /

21	CCCOC(C(=O)OC1CCN(C)CC1)(c1ccccc1)c1ccccc1
  A = /	B = -3.2	C = /	D = /	E = /

22	Cc1cccc(C)c1NC(=O)CN(CC(=O)O)CC(=O)O
  A = /	B = -1.3	C = /	D = /	E = /

23	C/C(=C(\CCO)SS/C(CCO)=C(\C)N(C=O)Cc1cnc(C)nc1N)N(C=O)Cc1cnc(C)nc1N
  A = /	B = -2.5	C = /	D = /	E = /

24	CC(=O)Nc1ncc([N+](=O)[O-])s1
  A = /	B = 1.3	C = /	D = /	E = /

25	NCCNC(=O)c1ccc(Cl)cn1
  A = /	B = 1.9	C = /	D = /	E = /

26	CC(=O)Oc1ccc2c(c1)CC[C@@H]1[C@@H]2CC[C@]2(C)[C@@H](O)CC[C@@H]12
  A = /	B = -0.9	C = /	D = /	E = /

27	CO/N=C(\C(=O)O)c1csc(NC(=O)CCl)n1
  A = /	B = -5.1	C = /	D = /	E = /

28	CCC(=O)O[C@]1(C(=O)SCF)[C@H](C)C[C@H]2[C@@H]3C[C@H](F)C4=CC(=O)C=C[C@]4(C)[C@@]3(F)[C@@H](O)C[C@@]21C
  A = /	B = 2.8	C = /	D = /	E = /

29	CC(C)(C)c1nnc(NS(=O)(=O)c2ccccc2)s1
  A = /	B = -0.8	C = /	D = /	E = /

30	COc1ccc(-n2[nH]c3c(cnc4ccccc43)c2=O)cc1
  A = /	B = -4.1	C = /	D = /	E = /

An excerpt from above in order of SMILES length, largest number first.
Letter code – A = TrxR1 substrate; B = PI4K2A inh; C = TrxR1 inh; D = IDH1 R132H inh; E = USP1-UAF1 inh
5	COc1ccc(-c2ccc3cc(C(=O)O)ccc3c2)cc1C12CC3CC(CC(C3)C1)C2
  A = /	B = 2.7	C = /	D = /	E = /

2	CNC1CCCN(c2c(F)cc3c(=O)c(C(=O)O)cn(C4CC4)c3c2OC)C1 (centres undefined)
  A = /	B = 2.8	C = /	D = /	E = /

12	O=C(CS(=O)Cc1ccco1)NC/C=C\COc1cc(CN2CCCCC2)ccn1 (centres undefined)
  A = /	B = -2.3	C = /	D = /	E = /

21	CCCOC(C(=O)OC1CCN(C)CC1)(c1ccccc1)c1ccccc1
  A = /	B = -3.2	C = /	D = /	E = /

30	COc1ccc(-n2[nH]c3c(cnc4ccccc43)c2=O)cc1
  A = /	B = -4.1	C = /	D = /	E = /

18	O=C(NN1CCCC1)NS(=O)(=O)c1ccc(Cl)cc1
  A = /	B = -0.4	C = /	D = /	E = /

20	C=CCOc1cc(Cl)ccc1C(=O)NCCN(CC)CC
  A = /	B = -1.0	C = /	D = /	E = /

Remaining list, next part:
Letter code – A = TrxR1 substrate; B = PI4K2A inh; C = TrxR1 inh; D = IDH1 R132H inh; E = USP1-UAF1 inh
31	OCc1ccccn1
  A = /	B = -1.0	C = /	D = /	E = /

32	CC(C)(C)c1ccc(C(=O)CCCCl)cc1
  A = /	B = -5.1	C = /	D = /	E = /

33	COc1ccc(S(=O)(=O)N2c3ccc(Cl)cc3[C@@](O)(c3ccccc3Cl)[C@H]2C(=O)N2CCC[C@@H]2C(N)=O)cc1OC
  A = /	B = -2.3	C = /	D = /	E = /

34	CC1(C)OC(=O)Nc2ccc(Br)cc21
  A = /	B = -3.6	C = /	D = /	E = /

35	CC(C)[C@@H]1CC[C@@H](C)CC1=O
  A = /	B = 2.5	C = /	D = /	E = /

36	CCCCCCCCCCCCCC[N+](C)(C)Cc1ccccc1
  A = -6.6%	B = 0.7	C = -9.5%	D = /	E = /

37	NC1(c2ccc(-c3nc4ccn5c(=O)[nH]nc5c4cc3-c3ccccc3)cc2)CCC1
  A = 163.3%[activator]	B = -8.1	C = 6.7%	D = /	E = /

38	CC(=O)O[C@H]1Cc2ccccc2N(C(N)=O)c2ccccc21
  A = 5.5%[57.1 µM]	B = 3.7	C = 7.1%[57.1 µM]	D = /	E = /

39	Cc1cc(C)cc(OCC2CNC(=O)O2)c1 (centres undefined)
  A = /	B = -1.5&1.9	C = /	D = 2.3%	E = -18.2%
